Screens deposited in PubChem BioAssay by Broad Institute.
FN deposit inh – inhibitors of fibronectin matrix deposition, primary screen, AH1F cells, Alexa488-fibronectin fluorescence, plate reader; AH1F fibroblasts, overnight; inhibition, % at 12.6 µM; 350,000 compounds, 0.086% hits; AID 743247, 2014;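 active = mean inhibition across replicates of 30% or more, regardless of how many single replicates reach that level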;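 also: positive control wells lacked labelled fibronectin entirely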
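Assay system: AH1F fibroblasts / Quantity: 10000 cells per well / Medium: DMEM plus 2% serum, read in PBS / Reagent: labelled fibronectin 24 nM / Dosing: single dose, pinned / Times: 1 h cell attachment, overnight exposure to compound and label / Signal: fluorescence, ex 485 nm, em 525 nm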
PAX8 reporter – inhibitors of PAX8-driven TPO luciferase reporter, primary screen, RMG-I cells, single concentration | SteadyGlo, 24 h | inhibition, % at 12.6 µM | 360,000 compounds, 1.2% hits | AID 652154, 2013;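 active = mean replicate inhibition at least 60% with every replicate also reaching 60%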;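 also: luciferase light reporting Pax8 driven TPO promoter activity; plate controls were median of neutral control wells for no effect and mitoxantrone controls for full effect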
LGR2 inh – inhibitors of bursicon-induced LGR2 CRE-luciferase signal, primary screen, cell-based, HEK293, CRE-luciferase reporter, bursicon stimulation; Drosophila bursicon receptor LGR2 (rickets); bursicon-stimulated, 4 h; inhibition, % at 9.99 µM; 380,000 compounds, 0.35% hits;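 active = drop in luminescence signal, shown as inhibition above about 50% in the replicate tests, limit read from the data, passing the limit was not always enough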;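 also: agonist challenge used bursicon conditioned medium at about half maximal strength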
PGC1a acetyl inh – inhibitors of PGC1a acetylation signal, primary screen, cell-based, U2OS, AlphaScreen, inhibitor mode; AlphaScreen anti-acetyl-lysine; with virally co-expressed GCN5 acetyltransferase; inhibition, % at 15.6 µM; 350,000 compounds, 0.17% hits;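 active = every replicate shows inhibition of at least 40%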;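 also: 0% = neutral control wells and 100% = positive control wells; some results beyond the cut were filed as inactive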
EWS-Fli block – EWS/Fli-driven NR0B1 reporter inhibitors, primary screen, A673 cells, NR0B1 luciferase, luminescence, MLPCN library. viability-normalised. 350,000 compounds, 0.67% hits. inhibition, % at 12.6 µM. AID 651661, 2012;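 active = mean inhibition of at least 50% after viability correction, with every replicate also passing that limit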;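 also: firefly luciferase signal divided by Alamar Blue viability fluorescence both relative to DMSO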
Cneo AK release – Cryptococcus neoformans cell lysis inducers, primary screen, AK release luminescence, single concentration; 360,000 compounds, 0.2% hits; lysis activity, % at 15 µM; C. neoformans lysis, adenylate kinase release luminescence, 4 h; normalised: neutral wells 0, clomiphene wells 100;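 active = mean lysis activity across replicates of at least 80%, whatever share of replicates individually reach that level; inactive = mean lysis activity below 80%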
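Assay system: C. neoformans cells. Amount: yeast cell density of 5 × 10^6 cells/mL. Technique: AK luminescence. Buffer or medium: YPD. Times: static 4 h at 37 °C with compound, 1 h detection. Dosing: single-point compound dose. Read-out: lysis from increased AK signal.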
Casp6 inh – human caspase-6 inhibitors, primary screen, biochemical, VEID-R110 fluorescence, single point, set 2 | P55212 | purified caspase-6, Z-VEID-R110 cleavage fluorescence | inhibition, % at 12.5 µM | 350,000 compounds, 0.53% hits | AID 686996, 2013;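 active = mean inhibition across replicates at least about 35%, with every replicate also reaching that limit, limit read from the data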;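 also: 0% = median of neutral control wells and 100% = no fluorescence left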
Target sequence (P55212 24-179 limits assumed): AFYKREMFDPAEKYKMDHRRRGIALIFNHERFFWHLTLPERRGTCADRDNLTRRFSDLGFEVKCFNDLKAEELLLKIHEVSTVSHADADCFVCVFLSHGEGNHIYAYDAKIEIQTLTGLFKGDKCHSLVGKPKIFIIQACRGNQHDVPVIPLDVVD
Target sequence (P55212 194-293 limits assumed): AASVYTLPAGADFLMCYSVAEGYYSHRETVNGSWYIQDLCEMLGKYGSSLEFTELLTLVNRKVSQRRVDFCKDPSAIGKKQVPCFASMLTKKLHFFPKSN
miR-122 sensor – miR-122 Renilla sensor signal increase in Huh7, primary screen, miR-122 inhibitor project, cell-based, single point, plate reader | Huh7 miR-122 Renilla luciferase sensor, 48 h; neutral wells = 0, positive control = 100 | activation (reporter increase), % at 12.5 µM | AID 602342, 2012 | 340,000 compounds, 0.3% hits;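 active = mean replicate activation score at least 90 and every replicate individually at or above 90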;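 also: higher luciferase means less miR-122 activity so hits act as miR-122 inhibitors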
* = called active by the depositor; . = not tested or not shown; & = joins results of further samples; [ ] = remark or other dose.

SMILES	FN deposit inh	PAX8 reporter	LGR2 inh	PGC1a acetyl inh	EWS-Fli block	Cneo AK release	Casp6 inh	miR-122 sensor
CCC(C)[C@H](NC(=O)C1CC(=O)N(c2ccc(OC)cc2)C1)C(=O)N1CCCCC1 (some centres not stated)	0	5	9	4	-2	10	-5	-2
COc1ccc(NS(=O)(=O)c2ccc(OC)c(NC(=O)CCC3CCCC3)c2)cc1	-11	21	21	.	.	.	.	54
COc1ccc(-c2nn(-c3ccccc3)cc2C(=O)N(C)CC(=O)Nc2cccc(F)c2)cc1	0	-16	12	5	0	4	1	5
Cn1nc(C(C)(C)C)c([N+](=O)[O-])c1C(=O)NC1CCCCC1	10	0	-5	18	-5	1	-2	-2
CCCNC(=O)N1C[C@H](O)COC[C@H]2O[C@H](CC(=O)NCc3ccc(Cl)c(Cl)c3)CC[C@@H]21	-2	11	-5	-1	7	2	0	2[16.7 µM]
C[C@H](CO)N1C[C@H](C)[C@H](CN(C)Cc2ccc(Cl)c(Cl)c2)Oc2ccc(NC(=O)Nc3cccc4ccccc34)cc2CC1=O	.	.	-14	-9	-9	2	-2	-3[16.7 µM]
Cc1cc(C)n(-c2ccc(NC(=O)C3CCCCN3C(=O)c3cccs3)cc2)n1 (configuration not stated)	-13	-24	-1	.	.	0	1	6
O=[N+]([O-])c1cccc(/C=N/n2c(-c3cccnc3)n[nH]c2=S)c1	2	-4	-2	.	.	-2	.	.
C[C@@H]1CN([C@H](C)CO)C(=O)c2cc(NC(=O)c3ccncc3)ccc2O[C@@H](C)CCCCO[C@H]1CN(C)Cc1ccc(Cl)c(Cl)c1	-14	-1	26	8	-7	.	1	.
CO[C@@H]1CN(C)C(=O)c2cc(NC(=O)NC3CCCCC3)ccc2OC[C@H](C)N(CC2CCOCC2)C[C@@H]1C	2	-12	-7	-9	3	-5	-1	.
O=C(CCC1CCCC1)Nc1cc(C(F)(F)F)ccc1N1CCOCC1	7	-18	17	.	1	2	-1	.
O=C(NCCN1CCOCC1)c1ccccc1N1C(=O)[C@@H]2Cc3c([nH]c4ccccc34)C(c3cccc(Cl)c3)N2C1=O (some centres not stated)	.	.	.	-4	20	1	2	5
COc1ccc(NC(=S)N2CCCC(c3nc4ccc(C)cc4[nH]3)C2)cc1 (configuration not stated)	.	2	9	.	0	.	0	.
COc1cc(NC(=O)COC(=O)CCCC2=NS(=O)(=O)c3ccccc3N2)cc(OC)c1	-7	2	-9	6	.	-2	-3	1
COc1ccc2oc(C(=O)NCC3CCCO3)c(C)c2c1 (configuration not stated)	-9	-80	-30	2	-34	-2	2	4
C[C@@H]1CN([C@H](C)CO)C(=O)c2cc(NC(=O)Cc3cn(C)c4ccccc34)ccc2O[C@@H]1CN(C)Cc1ccccc1	.	-11	3	.	-8	-60	3	-4[16.7 µM]
O=C(Nc1cc(S(=O)(=O)N2CCCCCC2)ccc1OCC(F)(F)F)c1cnccn1	-1	-6	-18	-4	17	.	1	.
COc1ccc(CNC2CCCc3ccccc32)cc1OC (configuration not stated)	-2	21	6	.	7	1	-2	1
CCN(CC)c1nc2ccccc2n(Cc2cccc(OC)c2)c1=O	4	-16	-12	-3	4	-1	-3	-3
C[C@@H]1CN([C@@H](C)CO)C(=O)c2cccc(NC(=O)c3ccc(-c4nccs4)cc3)c2O[C@H]1CN(C)C	0	4	4	-6	0	0	3	-7[16.7 µM]

Random excerpt: 5 records from the list, in no set order.
SMILES	FN deposit inh	PAX8 reporter	LGR2 inh	PGC1a acetyl inh	EWS-Fli block	Cneo AK release	Casp6 inh	miR-122 sensor
COc1cc(NC(=O)COC(=O)CCCC2=NS(=O)(=O)c3ccccc3N2)cc(OC)c1	-7	2	-9	6	.	-2	-3	1
Cc1cc(C)n(-c2ccc(NC(=O)C3CCCCN3C(=O)c3cccs3)cc2)n1 (configuration not stated)	-13	-24	-1	.	.	0	1	6
CO[C@@H]1CN(C)C(=O)c2cc(NC(=O)NC3CCCCC3)ccc2OC[C@H](C)N(CC2CCOCC2)C[C@@H]1C	2	-12	-7	-9	3	-5	-1	.
C[C@@H]1CN([C@@H](C)CO)C(=O)c2cccc(NC(=O)c3ccc(-c4nccs4)cc3)c2O[C@H]1CN(C)C	0	4	4	-6	0	0	3	-7[16.7 µM]
C[C@@H]1CN([C@H](C)CO)C(=O)c2cc(NC(=O)Cc3cn(C)c4ccccc34)ccc2O[C@@H]1CN(C)Cc1ccccc1	.	-11	3	.	-8	-60	3	-4[16.7 µM]

The listing continues:
SMILES	FN deposit inh	PAX8 reporter	LGR2 inh	PGC1a acetyl inh	EWS-Fli block	Cneo AK release	Casp6 inh	miR-122 sensor
CC1=CC2=NC(=O)/C(=C\c3cc(C)n(-c4ccccc4F)c3C)C(=N)N2O1	4	-18	.	.	-16	2	-8	5
Cc1cc(C(=O)Nc2cccc3c2O[C@@H](CN(C)Cc2ccc4c(c2)OCO4)[C@H](C)CN([C@@H](C)CO)C3=O)n(C)n1	.	2	11	-1	1	1	0	4[16.7 µM]
C[C@@H]1CCCCO[C@@H](CN(C)C(=O)Nc2cccc3ccccc23)[C@@H](C)CN([C@H](C)CO)C(=O)c2cc(NS(=O)(=O)c3ccccc3)ccc2O1	-5	-9	9	0	6	95*	-2	8[16.7 µM]
C[C@H](CO)N1C[C@H](C)[C@@H](CN(C)C(=O)Nc2ccc(C(F)(F)F)cc2)Oc2ccc(NS(=O)(=O)c3cn(C)cn3)cc2CC1=O	.	.	-2	-2	-1	.	-2	1[16.7 µM]
CCCCc1nc(SCC(=O)N2CCCC2)c2c(=O)n(C)c(=O)n(C)c2n1	.	3	4	.	0	-3	-4	.
Cn1nc(C(F)(F)F)c(-c2ccccc2)c1NC(=O)c1cccnc1	1	-11	.	15	7	.	-5	0
O=C(OCn1nnc2ccccc2c1=O)C1CCN(S(=O)(=O)c2cccs2)CC1	.	-18	.	8	.	-1	.	-1
C[C@@H](NC(=O)C[C@@H]1CC[C@H]2[C@@H](COC[C@H](O)CN2C(=O)Nc2ccccc2)O1)c1ccccc1	-11	15	-2	-6	-2	4	-1	3[16.7 µM]
CC(C)c1nnc(N2C(=O)C(O)=C(C(=O)c3cccs3)C2c2ccccc2)s1 (configuration not stated)	-14	-59	21	.	-19	.	-2	.
Cc1cc(=O)oc2ccc(OCC(=O)N3CCC(C)CC3)cc12	.	.	7	-11	.	4	.	1

Overlap with the part before: 2 entries, then new ones.
SMILES	FN deposit inh	PAX8 reporter	LGR2 inh	PGC1a acetyl inh	EWS-Fli block	Cneo AK release	Casp6 inh	miR-122 sensor
CC(C)c1nnc(N2C(=O)C(O)=C(C(=O)c3cccs3)C2c2ccccc2)s1 (configuration not stated)	-14	-59	21	.	-19	.	-2	.
Cc1cc(=O)oc2ccc(OCC(=O)N3CCC(C)CC3)cc12	.	.	7	-11	.	4	.	1
CN1c2ccc(C3=CCCCC3)cc2[C@@H]2[C@@H](CCN2S(=O)(=O)c2ccccc2F)[C@H]1CO	-6	9	-11	-2	-2	-9	-2	-6[16.7 µM]
Cc1c(O)c(S(=O)(=O)c2ccccc2)c(=O)n(-c2ccccc2)c1-c1ccccc1	.	-15	-18	.	.	3	.	3
O=C(CCC(=O)NCCCc1ccccc1)NCCCc1ccccc1	-1	4	-6	.	9	.	-1	-7
O=C1C(NS(=O)(=O)c2ccccc2)=C(N2CCN(c3ccc(F)cc3)CC2)C(=O)c2ccccc21	4	8	-1	-3	-13	-4	7	22
COc1ccccc1CNC(=O)C1CC(c2ccccc2[N+](=O)[O-])=NO1 (configuration not stated)	-2	18	16	.	3	-4	.	-9
Cc1noc(C)c1NC(=O)Nc1ccc2c(c1)C(=O)N([C@@H](C)CO)C[C@@H](C)[C@@H](CN(C)C(=O)NC1CCCCC1)OCCCC[C@@H](C)O2	.	4	13	-6	-12	-7	1	9[16.7 µM]
COc1ccccc1CCC(=O)OCC(=O)N1c2ccccc2NC(=O)C1(C)C	0	3	-8	-10	4	0	2	9
Cc1cc(C)n(C(=O)c2ccc([N+](=O)[O-])cc2[N+](=O)[O-])n1	-5	.	8	.	-3	.	5	.
COc1ccc(CN2C[C@@H](C)[C@H](OC)CN(C)C(=O)c3cc(NC(=O)c4nc5ccccc5s4)ccc3OC[C@@H]2C)cc1	3	40	-1	-8	2	-1	-4	.
CCC(C)(C)C1CCc2[nH]nc(C(=O)NCCCNC(=O)OC(C)(C)C)c2C1 (configuration not stated)	12	15	2	17	-6	-4	-2	6
CC(CC(=O)N(C)CC(=O)Nc1ccc(N2CCOCC2)cc1)c1ccccc1 (configuration not stated)	-3	1	9	.	4	1	1	0
CC(C)Cn1c(N)c(C(=O)COC(=O)CCNS(=O)(=O)c2ccccc2)c(=O)n(C)c1=O	3	1	-5	1	1	0	-1	-3
CCC(=O)Nc1ccc2c(c1)OC[C@H](C)N(Cc1cncnc1)C[C@H](C)[C@@H](OC)CN(C)C2=O	4	.	-12	4	-12	.	1	.
C[C@@H]1CN([C@H](C)CO)C(=O)Cc2cc(NC(=O)Cc3ccccc3)ccc2O[C@H]1CN(C)S(=O)(=O)c1cccs1	2	-8	-5	-2	-5	10	-2	2[16.7 µM]
CO[C@@H]1CN(C)C(=O)c2ccc(NC(=O)C3CCCC3)cc2OC[C@@H](C)N(C(=O)c2ccccc2)C[C@H]1C	7	-7	21	.	7	-1	-1	5[16.7 µM]
Cc1noc(C)c1S(=O)(=O)N(C)C[C@H]1OCCCC[C@H](C)Oc2ccc(NC(=O)CCCN(C)C)cc2C(=O)N([C@H](C)CO)C[C@@H]1C	4	-5&-13	20&-12	-9&-3	3&4	-1&-3	-9&1	-5
CCS(=O)(=O)Nc1ccc2c(c1)C(=O)N(C)C[C@H](OC)[C@@H](C)CN(C(=O)c1ccc3c(c1)OCO3)[C@H](C)CO2	-4	.	0	2	1	53	-4	.
COc1ccc(C(F)(F)F)cc1N/C=C\c1nnnn1-c1ccccc1	-3	6	.	10	.	0	.	-12
N#Cc1ccc(S(=O)(=O)NC(=O)[C@H]2O[C@@H](n3ccc(=O)[nH]c3=O)[C@H](O)[C@@H]2O)cc1	0	-9	32	.	-11	.	-2	.
COC(=O)C1=C(CSc2nccn2C)NC(=O)NC1c1cc(C)ccc1C (configuration not stated)	.	.	7	-26	1	0	3	-4

Reprinted from the part before: 2 compounds, then new ones.
SMILES	FN deposit inh	PAX8 reporter	LGR2 inh	PGC1a acetyl inh	EWS-Fli block	Cneo AK release	Casp6 inh	miR-122 sensor
N#Cc1ccc(S(=O)(=O)NC(=O)[C@H]2O[C@@H](n3ccc(=O)[nH]c3=O)[C@H](O)[C@@H]2O)cc1	0	-9	32	.	-11	.	-2	.
COC(=O)C1=C(CSc2nccn2C)NC(=O)NC1c1cc(C)ccc1C (configuration not stated)	.	.	7	-26	1	0	3	-4
C[C@H]1CN([C@@H](C)CO)C(=O)c2cc(-c3ccc(F)cc3)cnc2O[C@@H]1CN(C)C(=O)Cc1ccccc1	.	.	-5	-7	11	-1	3	-6[16.7 µM]
CCCNC(=O)N[C@@H]1CC[C@@H](CCn2cc(-c3cccc(F)c3)nn2)O[C@@H]1CO	-6	-10	4	2	0	-18	10	.
COc1ccc(Br)cc1/C=C/c1ccc2cccc(O)c2n1	14	44	-9	-9	13	0	-2	13
CCOc1ccc(N2C(=O)CC(SCCN)C2=O)cc1 (configuration not stated)	19	-47	.	-16	.	-2	.	0
